# Source: PubChem
# PAFAH1B3 FP inh: blocks human PAF acetylhydrolase 1B catalytic subunit 3; recombinant PAFAH1B3, FP-rhodamine probe, fluorescence polarization; inhibition, % at 3.39 µM; actives 0.28% (n = 340,000);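 active means inhibition above the screen-wide average of all tested compounds plus 3 SD, cut at about 25% in these data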;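 further: 0% = enzyme with DMSO only and 100% = wells lacking PAFAH1B3 protein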
# Target sequence (Q15102 whole entry, looked up): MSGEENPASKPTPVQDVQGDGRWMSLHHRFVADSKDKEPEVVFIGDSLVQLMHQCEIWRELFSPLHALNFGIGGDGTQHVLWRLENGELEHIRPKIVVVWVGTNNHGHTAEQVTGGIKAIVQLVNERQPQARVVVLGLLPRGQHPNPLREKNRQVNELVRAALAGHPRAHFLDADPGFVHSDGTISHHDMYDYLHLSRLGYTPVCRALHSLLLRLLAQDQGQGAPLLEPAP
# LYPLA2 inh: counter-screen for PME1 inhibitors: inhibitors of human LYPLA2 | inhibition, % at 5.9 µM | recombinant LYPLA2, FP-Rh probe fluorescence polarization | O95372 | actives 0.38% (n = 320,000);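 active means inhibition above the screen-wide mean plus 3 SD, limit set per campaign, cut at about 26% in these data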;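 further: 0% = LYPLA2 with DMSO and 100% = wells lacking LYPLA2 enzyme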
# Target sequence (O95372 whole entry, looked up): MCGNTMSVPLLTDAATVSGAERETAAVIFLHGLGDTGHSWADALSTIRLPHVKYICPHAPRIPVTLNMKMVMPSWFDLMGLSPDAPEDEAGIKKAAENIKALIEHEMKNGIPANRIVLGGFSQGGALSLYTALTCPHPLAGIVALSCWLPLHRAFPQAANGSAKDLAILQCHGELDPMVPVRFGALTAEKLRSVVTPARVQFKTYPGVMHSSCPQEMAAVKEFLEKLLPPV
# PAFAH2 inh: PAFAH2 (human) inhibition | recombinant PAFAH2, FP-rhodamine activity probe, fluorescence polarization | inhibition, % at 3.39 µM | actives 0.99% (n = 340,000) | AID 492956;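 active means inhibition above the mean over all tested compounds plus 3 SD, cut at about 30% in these data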;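 further: inhibitors block probe labeling of enzyme so polarization drops; 0% = enzyme with DMSO and 100% = wells lacking PAFAH2 protein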
# pPAFAH FP inh: pPAFAH (human) enzyme inhibition; inhibition, % at 3.39 µM; recombinant pPAFAH, FP-rhodamine probe fluorescence polarization; AID 463082; Q13093; actives 1.5% (n = 330,000);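 active means inhibition above the mean inhibition across the screen plus 3 SD, cut at about 25% in these data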;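 further: inhibitors block binding of the rhodamine activity-based probe so polarization drops; 0% = enzyme with DMSO and 100% = wells lacking pPAFAH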
# PREPL inh: inhibitors of human prolyl oligopeptidase-like enzyme PREPL; Q4J6C6; recombinant PREPL, fluorescence polarization activity-based probe; inhibition, % at 5.96 µM; actives 0.68% (n = 320,000); AID 2751; in the data active means inhibition above about 43%;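 further: 0% = enzyme with DMSO and 100% = wells lacking enzyme; many of its hits are not listed in these tables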
# ZTA counter: ZTA (EBV) inhibition in EBNA-1 counter-screen. P03206. inhibition, % at 11 µM. ZTA-DNA binding, fluorescence polarization. AID 2234. actives 0.15% (n = 320,000); in the data active means inhibition above about 33%
# Target sequence (P03206 whole entry, looked up): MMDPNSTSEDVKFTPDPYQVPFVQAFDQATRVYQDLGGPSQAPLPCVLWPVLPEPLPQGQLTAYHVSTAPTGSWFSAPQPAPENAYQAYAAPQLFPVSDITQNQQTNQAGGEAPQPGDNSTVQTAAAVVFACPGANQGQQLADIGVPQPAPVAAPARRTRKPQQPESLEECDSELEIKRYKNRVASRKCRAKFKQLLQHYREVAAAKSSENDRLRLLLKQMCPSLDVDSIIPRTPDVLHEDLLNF
# LYPLA1 inh: counter-screen for PME1 inhibitors: inhibitors of human LYPLA1. actives 0.16% (n = 320,000). O75608. inhibition, % at 5.9 µM. recombinant LYPLA1, FP-Rh probe fluorescence polarization;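 active means inhibition above the mean of all tested compounds plus 3 SD, set per campaign, cut at about 14% in these data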;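 further: inhibitors block serine hydrolase probe labeling of LYPLA1 so polarization falls; 0% = enzyme with DMSO and 100% = wells lacking LYPLA1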
# EBNA-1 inhibitor: blocks EBNA-1 binding to DNA | EBNA-1 DNA binding, fluorescence polarization | inhibition, % at 14.8 µM | actives 0.34% (n = 300,000) | AID 1950; in the data active means inhibition above about 28%
# PAFAH1B2 FP inh: blocks human PAF acetylhydrolase 1b catalytic subunit 2; actives 1.2% (n = 340,000); P68402; recombinant PAFAH1B2, FP-rhodamine activity probe, fluorescence polarization; inhibition, % at 3.39 µM;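 active means inhibition above the mean of all tested compounds plus 3 SD, cut at about 24% in these data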;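 further: 0% = enzyme with DMSO and 100% = wells lacking PAFAH1B2; many of its hits are not listed in these tables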
# Target sequence (P68402 whole entry, looked up): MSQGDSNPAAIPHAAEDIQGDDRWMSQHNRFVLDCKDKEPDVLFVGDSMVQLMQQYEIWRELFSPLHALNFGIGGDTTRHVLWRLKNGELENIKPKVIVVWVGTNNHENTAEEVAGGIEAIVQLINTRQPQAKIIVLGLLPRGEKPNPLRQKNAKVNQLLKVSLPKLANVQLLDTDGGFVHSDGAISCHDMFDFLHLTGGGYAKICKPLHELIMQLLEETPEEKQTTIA
# Active calls of the source: *; nt = not tested or not shown.
SMILES,PAFAH1B3 FP inh,LYPLA2 inh,PAFAH2 inh,pPAFAH FP inh,PREPL inh,ZTA counter,LYPLA1 inh,EBNA-1 inhibitor,PAFAH1B2 FP inh
O=C(COC(=O)[C@@H]1CCCN1S(=O)(=O)c1ccc(Cl)cc1)NC1CC1,-7,0,-5,6,-5,-2,-1,0,-5
COc1ccc(CN2CCCCC2C(=O)Nc2ccc(OC)c(OC)c2)cc1OC (stereo not given),1,-4,3,3,3,-2,-4,3,0
Cc1nnsc1S(=O)c1ccc(Br)cc1 (stereo not given),2,-1,6,-5,2,-1,3,-17,4
O=C(COC(=O)[C@H](Cc1ccccc1)NC(=O)c1ccco1)NCc1ccccc1,13,8,2,3,-6,-6,2,4,4
COc1cccc(-n2cnc3sc(C)cc3c2=O)c1,-3,3,9,8,-1,-10,2,4,1
Cc1cccc(NC(=O)C2CCCN(S(=O)(=O)c3cccc4nsnc34)C2)n1 (stereo not given),7,4,7,2,-6,-23,-3,-2,-1
O=C(CSc1ccccc1C(=O)O)Nc1cccc(C(=O)O)c1,4,5,-1,-2,14,-3,0,5,2
CCOC(=O)C1CCCN(C(=O)CSc2ccccc2)C1 (stereo not given),10,1,-3,3,0,6,-4,2,1
Cc1ccsc1C(=O)OCc1nc2ccsc2c(=O)[nH]1,5,-5,-1,6,-12,14,-1,-2,1
COc1ccc(-c2nc(N)nc(C(F)(F)F)c2-c2cscn2)c(O)c1,4,5,0,-5,14,-1,2,5,-3
Cc1cc(N2CCN(C)CC2)nc2ccc(NC(=S)NCCCN3CCc4ccccc4C3)cc12,6,-2,2,8,43,-4,1,5,3
Cc1csc(NC(=O)NCC2CCCC(CNC(=O)Nc3nc(C)cs3)C2)n1 (stereo not given),-2,-2,22,3,-2,5,-6,-7,20
CC(C)CN1C=C2C(=O)C(C)(OC(=O)C3CCCC3)C(=O)C=C2C=C1c1ccsc1 (stereo not given),-1,6,6,6,24,2,-2,-5,11
COc1ccc(CNC(=O)CSc2ccsc2[N+](=O)[O-])cc1,1,11,8,6,4,-10,2,6,5
COc1ccc(CCn2c(=N)c(C(=O)NCC3CCCO3)cc3c(=O)n4cccc(C)c4nc32)cc1 (stereo not given),6,-2,3,10,32,5,-3,-4,7
CCc1ccc(CN(C)C(=O)C2CCC(=O)N(Cc3ccccn3)C2)cc1 (stereo not given),2,0,-4,1,18,0,5,-12,1
Cc1ccc(Cl)cc1Nc1nc(-c2sc(NC(=O)c3ccco3)nc2C)cs1,3,-17,-11,18,12,4,-15,10,1
COCC(C)NC(=O)COc1ccc(Cl)cc1Cl (stereo not given),5,6,-8,3,6,-12,1,-8,-3
Cc1cc(=O)n(C)c(=O)n1CCCCCCOc1ccc([N+](=O)[O-])cc1,nt,11,nt,3,10,-15,2,1,nt
CCOC(=O)C(NC(=O)c1ccccc1)(OCC1(CC)COC1)C(F)(F)F (stereo not given),9,6,6,2,12,-5,-1,5,2
CCOc1ccccc1C(=O)OCC(=O)NCCc1ccc(OC)cc1,9,-2,13,2,1,10,-1,nt,3
COc1ccc(C(=O)O)nc1C,-1,-8,1,0,9,-9,-3,-26,0
O=C(Nc1ccccc1)NC1CCCCCCC1,nt,6,nt,1,13,6,-1,11,nt
Cc1c(CC(=O)O)c(=O)oc2cc3oc4c(c3cc12)CCCC4,6,5,-6,2,7,-1,4,1,1
Clc1ccc(Cl)c(Oc2ccc(Oc3nc(Cl)ccc3Cl)cc2)n1,0,1,-5,-4,16,1,1,-5,3
O=C(NCCCNC(=O)c1ccc(-c2cc(Cl)ccc2Cl)o1)c1cnccn1,11,-5,-1,3,0,3,-3,3,4
CC1CN(C(=O)C2CC(=O)N(c3ccc(Cl)cc3)C2)CC(C)O1 (stereo not given),6,4,5,2,24,9,1,-14,6
COc1ccc(C(=O)/C=C\N2CCOCC2)cc1,10,4,6,-1,12,6,0,-6,0
COc1ccccc1NS(=O)(=O)c1ccccc1C#N,10,0,-1,8,13,16,-1,13,-1
CC(C)[C@H](NC(=O)NC1CCN(Cc2ccccc2)CC1)C(=O)O,2,2,2,1,-4,16,-2,-1,2
CC(C)N(CC#CC(O)(c1ccccc1)c1ccccc1)C(C)C,1,5,1,1,-1,5,-2,-3,3
Nc1nonc1-c1nc2ccccc2n1Cc1ccc(F)cc1Cl,-5,-6,4,4,3,8,3,1,2
COc1cccc(-c2cc(C(=O)NCCc3ccccc3)no2)c1,0,-3,-4,0,4,10,2,19,3
CNNC(=O)C(=O)NNS(=O)(=O)c1ccccc1,2,-7,3,-3,-1,6,-6,-8,-4
Cc1ccc2c(c1)[C@@H]1[C@H](CO2)[C@H](c2ccccc2)[C@@]2(C)C(=O)N[C@H](C)C(=O)N12,19,nt,6,5,6,nt,nt,nt,3
CCC1(CC)Cc2ccccc2-c2nc(NCCO)[nH]c(=O)c21,-8,-1,-3,7,9,7,-2,5,5
NC(=O)C1CCN(C(=O)c2cccc3ccccc23)CC1,0,1,2,4,4,-13,-4,-16,-1
C/C=C/c1ccc(OCCCNCC(C)O)c(OC)c1 (stereo not given),1,2,-6,-2,6,-5,-1,-7,1
CCN(CC)Cc1ccc(NC(=O)c2sc3cc(Cl)ccc3c2Cl)cc1,6,-2,0,-2,-45,-9,-7,-8,7
O=C1CC(C(=O)O)S/C(=N\NC(=O)c2ccccc2)N1 (stereo not given),10,3,-1,8,10,17,1,0,4
Nc1ccc(C(=O)NNC(=O)C2COc3ccccc3O2)cc1[N+](=O)[O-] (stereo not given),6,1,4,3,0,-5,1,0,3
Cc1cccc(NC(=O)COC(=O)c2ccc3nc(C)c(C)nc3c2)c1,5,nt,71*,-4,10,nt,nt,nt,1
Cc1nc(S(=O)(=O)N2CCN(C3c4ccccc4-c4ccccc43)CC2)cn1C,nt,-5,nt,1,26,0,0,-6,nt
COc1ccc(/C=C(\NC(=O)c2ccc(OC)cc2)C(=O)NC(CCSC)C(=O)O)cc1 (stereo not given),9,1,-7,1,-10,-15,-3,-4,3
O=C(Cn1nnc(-c2ccccc2)n1)NNC(=O)c1ccco1,-5,-4,2,-2,2,3,-3,-2,1
CC(C)(O)C#Cc1ccccc1C(=O)NC(CC(N)=O)C(=O)O (stereo not given),3,4,-2,3,-4,12,2,1,-1
O=C1O/C(=C/C(=O)N2CCOCC2)c2ccccc21,1,5,4,1,8,5,6,-3,-5
Cc1c(Br)cc(C(=O)N2CCCCCC2)c(C)c1C,-3,0,1,-4,6,1,-2,-4,8
CC(C)Cn1c(N)c(C(=O)COC(=O)c2c(O)c(Cl)cc(Cl)c2Cl)c(=O)n(C)c1=O,5,1,5,5,14,-21,0,nt,2
COc1ccccc1OCC(=O)Nc1cc2c(cc1C(=O)O)OCCCO2,5,2,-2,1,-8,4,1,-5,4
Cc1cccc(N(CC(=O)NC(C)(C)C)C(=O)CNC(=O)c2cccs2)c1,8,-2,3,0,18,-2,-3,-13,2
COc1ccc(C(CNC(=O)Cc2ccccc2Cl)N2CCCCC2)cc1 (stereo not given),1,6,-1,7,-8,6,5,5,1
Sc1nnc(-c2ccc(Cl)cc2)n1Cc1ccccc1,3,1,-3,3,1,1,-5,nt,8
O=C(O)C(F)=C1c2ccccc2-c2ccccc21,nt,6,nt,1,1,4,0,-1,nt
COc1cc(C(=O)N2CCC(O)(c3ccccc3)CC2)cc(OC)c1OC,5,7,1,-3,-5,12,2,2,2
Cc1cnc(NC(=O)C2CCCO2)s1 (stereo not given),-2,1,4,1,2,7,-1,10,2
CCn1c(SCC(=O)Nc2ccccc2C)nc2nc3c(cc2c1=O)COC(C)(C)C3,-2,-2,3,7,-4,13,-2,-2,4
CCOc1ccc(NC(=O)NC2CCCc3ccccc32)cc1 (stereo not given),3,6,-3,10,9,-25,2,-3,1
O=C(CSc1n[nH]c(-c2ccccn2)n1)Nc1ccc(Cl)cc1,11,-1,-6,6,-13,15,0,6,11
C/C(=N\NS(=O)(=O)c1ccc([N+](=O)[O-])cc1)c1ccc(NC(=O)c2ccco2)cc1,8,-5,3,-5,-1,-7,-3,-6,3

# Single records, as listed above.
# Profile of `COc1cc(C(=O)N2CCC(O)(c3ccccc3)CC2)cc(OC)c1OC` : PAFAH1B3 FP inh: 5; LYPLA2 inh: 7; PAFAH2 inh: 1; pPAFAH FP inh: -3; PREPL inh: -5; ZTA counter: 12; LYPLA1 inh: 2; EBNA-1 inhibitor: 2; PAFAH1B2 FP inh: 2
# Profile of `CC(C)Cn1c(N)c(C(=O)COC(=O)c2c(O)c(Cl)cc(Cl)c2Cl)c(=O)n(C)c1=O` : PAFAH1B3 FP inh: 5; LYPLA2 inh: 1; PAFAH2 inh: 5; pPAFAH FP inh: 5; PREPL inh: 14; ZTA counter: -21; LYPLA1 inh: 0; EBNA-1 inhibitor: nt; PAFAH1B2 FP inh: 2

# Further entries.
SMILES,PAFAH1B3 FP inh,LYPLA2 inh,PAFAH2 inh,pPAFAH FP inh,PREPL inh,ZTA counter,LYPLA1 inh,EBNA-1 inhibitor,PAFAH1B2 FP inh
CCN(CC)S(=O)(=O)c1ccc(Br)c(OC)c1,3,0,4,7,1,10,-5,13,0
COC(=O)C/C=C/[C@@H](C)[C@@H](/C=N/OC[C@H]1O[C@H](c2ccccc2)C=C[C@@H]1Oc1ccc(OC)cc1)OC,nt,-4,nt,6,5,-1,-2,2,nt
CC(C)C(c1nnnn1C1CCCC1)N1CCCCC1 (stereo not given),-1,-7,-8,-3,-10,7,0,-15,3
COc1ccccc1-n1c(SCC(=O)Nc2ccccc2C)nc(O)cc1=O,4,-1,2,81*,-4,-6,2,2,2
CCOc1ccc(C(=O)Nn2cnnc2)cc1OCC,6,-4,2,2,-2,14,0,1,-1
CC(C)NC(=O)c1onc(CSc2ccc(F)cc2)c1C(=O)NC(C)C,4,4,8,5,3,-18,2,-8,6
CC(=O)c1c(C)n(C)c2ccc(OC(=O)c3ccco3)cc12,1,2,-5,5,20,6,-1,2,1
O=C(Nc1ccccc1C(=O)O)c1ccc(N2C(=O)C3CC=CCC3C2=O)cc1 (stereo not given),3,-6,-4,1,16,8,-1,6,13
Cc1nc(-c2ccc(C(=O)Nc3ccccc3F)cc2)cs1,4,2,7,2,0,4,-2,9,-1
CCCCc1nc2ccc(S(=O)(=O)O)cc2[nH]1,0,-5,-1,3,0,-9,3,9,1
O=C(OCc1cccnc1)C1=Cc2ccccc2OC1,9,-1,-2,0,-7,18,0,-11,3
COc1ccc(NC(=O)C2CCC(=O)N2C(=O)OCc2ccccc2)cc1 (stereo not given),4,-2,4,0,12,14,-1,-17,0
Cc1ccc(-n2ncc3c(=O)[nH]cnc32)c(C)c1,8,1,3,5,-2,22,2,12,-1
Cc1ccc2nc(/C(C#N)=N/O)[nH]c2c1,-9,-5,1,8,9,-1,-3,1,-2
CCOC(=O)c1nn(-c2cccc(Cl)c2)c2nc(Nc3ccccc3)cc(=O)n12,0,-5,4,6,11,26,-6,12,2
COC(=O)/C(=C/c1cccnc1)NC(=O)c1ccccc1,1,3,-2,0,5,-2,-1,-1,1
Cc1ccc(C(=O)N/N=C/c2c(O)ccc3ccccc23)cn1,25,-4,7,31*,21,9,-7,10,19
c1ccc(C[C@H]2CN=C(Nc3ccccc3)N2CC2CCCCCC2)cc1,-2,nt,1,-5,29,nt,nt,nt,-2
Cc1ccccc1NC(=O)Cc1nnc(SCC(=O)Nc2ccccc2)n1C,2,-5,7,3,-3,9,0,8,2
COc1ccccc1OCCCCn1c(C(C)O)nc2ccccc21 (stereo not given),-3,0,0,-2,-5,-5,-2,-3,1

# Some of the compounds tested (hit frequency here may not be typical).
